Bioassay records deposited in PubChem by National Center for Advancing Translational Sciences (NCATS).
Sm TGR block: blocks Schistosoma mansoni thioredoxin glutathione reductase; purified TGR, DTNB reduction, TNB absorbance 405 nm; Potency, µM (titrated, usually from 114 µM), without a hit: top-dose activity change, negative = inhibition, most hits filed as inhibitors; 360,000 compounds, 3% hits; AID 485364; also: potency is read from the fitted curve at half-maximal effect; nearly all actives have a fitted effect of over 60% in size
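TGR 20 nM + NADPH 100 uM (dispensed conc.), cpd preinc 15 min RT; start with NADPH (500 uM addition) then DTNB (15 mM addition). Kinetic TNB absorbance, 405 nm filter. Four-parameter Hill fit across titration.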
AMA1-RON2 inh: inhibitors of Plasmodium falciparum AMA1-RON2 interaction; 360,000 compounds, 0.2% hits; AlphaScreen AMA1-biotinylated RON2 peptide binding; Potency, µM (highest dose often 58.2 µM), without a hit: at the top dose activity change, negative = inhibition, actives largely listed as inhibitors;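 also: potency is read from the fitted curve at half-maximal effect; 0% = vehicle wells and -100% = peptide control; nearly all actives have a fitted effect of over 45% in size; some results filed as inactive show a strong effect at the top dose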
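AMA1 (3D7) with his tag at 25 nM final met compounds first, then biotinylated RON2 peptide at 25 nM; detection used donor plus acceptor beads, 10 µg/mL apiece, read by AlphaScreen after 30 min at room temperature.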
HCMV antiviral: blocks human cytomegalovirus replication; activity change, negative = inhibition, % at 57.5 µM; 410,000 compounds, 4.5% hits; HFF cells, HCMV-luciferase reporter, 72 h; active compounds read low; in the data active = activity change below about -60%; inconclusive = no clear call, values can overlap the other calls; inactive = above about -39%
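Screen run at 2 compound doses on HFFs infected with reporter HCMV, MOI 1 PFU/cell. Luciferase activity from cell lysates at 72 h post infection gave inhibition relative to buffer-only and Salinomycin wells.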
AmpC inh detg: AmpC beta-lactamase inhibition with detergent present; P00811; AmpC hydrolysis of nitrocefin, absorbance 480 nm, 0.01% Triton; Potency, µM (highest dose often 114 µM), for the others: at the top dose activity change, negative = inhibition, actives largely listed as inhibitors; 370,000 compounds, 0.041% hits;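 also: potency is read from the fitted curve at half-maximal effect; 0% = no-compound wells and -100% = no-enzyme wells; nearly all actives have a fitted effect of over 25% in size; some results filed as inactive show a strong effect at the top dose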
Target sequence (P00811 whole entry, looked up): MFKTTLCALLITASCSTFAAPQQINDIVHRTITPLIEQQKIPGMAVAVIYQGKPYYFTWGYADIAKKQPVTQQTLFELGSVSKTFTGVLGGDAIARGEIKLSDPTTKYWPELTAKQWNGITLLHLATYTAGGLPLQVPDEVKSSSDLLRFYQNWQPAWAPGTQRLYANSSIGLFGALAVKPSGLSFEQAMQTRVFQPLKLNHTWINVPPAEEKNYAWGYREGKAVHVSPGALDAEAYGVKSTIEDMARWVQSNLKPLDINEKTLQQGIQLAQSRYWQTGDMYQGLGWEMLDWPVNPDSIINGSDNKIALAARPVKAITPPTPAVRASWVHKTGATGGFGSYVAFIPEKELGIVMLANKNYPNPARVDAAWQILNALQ
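AmpC (5.3 nM in the dispensed reagent) in 20 mM phosphate pH 7.0 with 0.01% (detergent screen) or 0.0001% Triton X-100 was preincubated with compounds for 15 min at room temperature. Nitrocefin was then added from an 800 uM solution, and hydrolysis was followed at 480 nm.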
AmpC inh no detg: AmpC beta-lactamase inhibition without detergent; Potency, µM (highest dose often 57.1 µM), without a hit: top-dose activity change, negative = inhibition, actives largely listed as inhibitors; 330,000 compounds, 0.52% hits; AmpC nitrocefin hydrolysis, absorbance 480 nm, 0.0001% Triton;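 also: potency is read from the fitted curve at half-maximal effect; plate controls were no compound for no effect and no enzyme for full effect; nearly all actives have a fitted effect of over 20% in size; some results filed as inactive show a strong effect at the top dose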
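20 mM phosphate pH 7.0 + 0.01% (detergent screen) or 0.0001% Triton X-100; 5.3 nM AmpC reagent; cpd preinc 15 min RT; nitrocefin (800 uM stock) to start; A480 q20 s × 4 min; Activity was normalised to no-enzyme and no-compound control wells.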
Giardia FBPA inh: blocks Giardia fructose-bisphosphate aldolase activity; 290,000 compounds, 0.71% hits; purified Giardia FBPA; Potency, µM (doses to about 59.6 µM), for the others: top-dose activity, negative = inhibition, actives largely listed as inhibitors; A8B2U2; also: potency is read from the fitted curve at half-maximal effect; nearly all actives have a fitted effect of over 55% in size
Target sequence (A8B2U2 whole entry, looked up): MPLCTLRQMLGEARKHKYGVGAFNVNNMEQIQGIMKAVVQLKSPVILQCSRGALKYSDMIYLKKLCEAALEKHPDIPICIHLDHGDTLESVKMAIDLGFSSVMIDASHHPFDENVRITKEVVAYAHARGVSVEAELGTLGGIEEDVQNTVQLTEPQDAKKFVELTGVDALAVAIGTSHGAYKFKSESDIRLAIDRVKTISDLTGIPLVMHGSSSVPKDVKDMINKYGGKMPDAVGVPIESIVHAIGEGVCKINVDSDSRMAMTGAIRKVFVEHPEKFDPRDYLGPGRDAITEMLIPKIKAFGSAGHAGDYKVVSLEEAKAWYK
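40 nM FBPA preincubated 10 min at RT with compound (up to 57.5 uM final), then substrate plus GAPDH/TPI/NAD/arsenate coupling and diaphorase/resazurin added. Fluorescence read after 20 min at RT, 525/598 nm.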
Active calls of the source: *; ? = inconclusive; nt = not tested or not shown; [ ] = remark or other dose. Unless noted, calls follow the shape of the dose curve; as a rule, active = well fitted curve in the direction sought with a large enough effect; inconclusive = small, poorly fitted or top-dose-only effect, or another doubt; inactive = no such curve, though single readings can be large; an effect the other way counts as inactive or inconclusive. Unless noted, % is scaled to controls: 0 for no effect and ±100 for the full control effect.

SMILES	Sm TGR block	AMA1-RON2 inh	HCMV antiviral	AmpC inh detg	AmpC inh no detg	Giardia FBPA inh
O=c1c2ccccc2nc(-c2ccccc2Cl)n1-c1cccc(O)c1	11.9%	4.0%	?	-1.4%	-23.6%	6.8%
COc1ccc(C(=O)NC2CC2)cc1OC1CCN(Cc2ccc(NC(C)=O)cc2)CC1	-4.0%	13.4%	-20.4	?	-32.3%	8.8%
c1ccc(CNC2=NCCCC2)cc1	4.9%	-1.4%	34.6	-0.6%	-20.6%	-21.3%
COc1ccc(CN2C(=O)c3ccccc3C2C(=O)NCc2cccnc2)c(OC)c1 (stereo not drawn)	-15.5%	26.0%	27.2	-13.0%	22.2%	8.6%
COc1cccc(CNC(=O)c2ccc3c(c2)nc2n3CCOC2)c1	5.3%	nt	1.3	-1.6%	nt	nt
Cc1ccc(C(=O)NCCCN2CCOCC2)c(C)c1	0.0%	9.7%	76.7	-14.9%	-6.2%	-3.3%
CC(C)Cn1c(-c2ccco2)nc2c(c(=O)c3ccccc3n2C)c1=O	-21.0%	nt	-26.7	2.6%	-23.0%	0.3%
CSc1nccn1CC(=O)Nc1ccc(F)cc1	-0.5%	1.0%	19.8	-7.9%	-4.9%	?
Cc1ccc(NC(=O)c2ccc3c(c2)OCCO3)nc1	1.6%	-4.7%	22.7	-16.7%	-13.2%	nt
O=S(=O)(c1ccc2nc(SCc3ccc(Cl)cc3)[nH]c2c1)N1CCOCC1	-0.6%	-5.6%	-10.5	-12.2%	-46.9%	-19.8%
O=C(COC(=O)c1ccco1)Nc1ccc([N+](=O)[O-])cc1Cl	-1.6%	-4.7%	-1.0	0.7%	-10.5%	nt
CC(C)NC(=O)Nc1ccc2c(c1)C(=O)N([C@H](C)CO)C[C@H](C)[C@@H](CN(C)C(=O)Nc1ccc3c(c1)OCO3)O2	nt	-4.5%	4.4	nt	-12.8%	nt
NC(=O)COC(=O)CC(c1ccccc1)c1ccccc1	-2.3%	-1.4%	-20.7	-1.8%	-11.0%	4.9%
COc1ccc(NC(=O)COC(=O)CCc2cc(OC)c(OC)c(OC)c2)c([N+](=O)[O-])c1	5.7%	7.3%	17.5	7.3%	20.1%	-6.7%
Cc1[nH]c2ccccc2c1C(=O)CN1C(=O)C(=O)N(Cc2ccco2)C1=O	-19.6%	3.2%	37.4	-0.7%	-31.7%	-5.8%
CCOC(=O)COc1c(OC)cc(Cl)cc1C1Nc2ccccc2C(=O)N1c1ccccc1 (stereo not drawn)	-5.6%	6.1%	-17.0	-1.0%	-9.7%	7.5%
COc1ccc(Cl)cc1-n1c(=S)sc2c(=O)[nH]c(SCC(=O)NCC3CCCO3)nc21 (stereo not drawn)	-13.9%	?	?	-1.2%	-26.4%	5.7%
O=C(CSc1ncccn1)N1CCN(S(=O)(=O)c2ccccc2)CC1	6.3%	1.7%	-26.3	3.6%	2.1%	1.5%
Cc1ccc(CCNc2ccccc2C)cn1	2.0%	-11.2%	28.8	?	-10.9%	-3.6%
COCCNC(=O)C12CC3CC(CC(Cl)(C3)C1)C2	8.8%	-29.6%	18.8	-1.8%	0.5%	2.9%
CC(=O)NS(=O)(=O)c1ccc(NS(=O)(=O)c2ccc3ccccc3c2)cc1	-3.5%	-0.9%	?	-3.5%	-9.4%	10.2%
CCCc1nc2ccccc2c(C(=O)OCC(=O)NCc2ccc3c(c2)OCO3)c1CC	11.9%	6.1%	-7.5	5.7%	-10.6%	-2.6%
CCN1CCN(CCC(=O)Nc2cc(OC)cc(OC)c2)CC1	5.3%	2.8%	-25.4	-4.4%	0.4%	-12.7%
Cc1ccc(C(=O)Nc2ccccc2-c2ccccc2)cc1[N+](=O)[O-]	6.5%	-6.0%	8.7	0.2%	-32.1%	2.1%
COc1cccc(NC(=S)N2CCN(S(C)(=O)=O)CC2)c1	-1.0%	-8.4%	22.2	4.5%	-3.9%	nt
OCCNCCCCOc1ccc(F)cc1	-9.1%	4.0%	-27.9	2.0%	-2.5%	3.8%
Cc1nn(-c2cccc(C(F)(F)F)c2)c(=O)c2ccccc12	-19.5%	5.4%	53.0	?	-0.8%	-4.5%
O=C(O)c1ccc(-n2nnnc2SCc2ccccc2Br)cc1	-15.0%	-0.8%	19.5	-6.1%	-7.9%	17.4%
CCCOc1ccccc1/C=C1\SC(N)=NC1=O	-17.9%	-9.8%	-63.5*	-14.5%	-16.8%	-0.6%
CCCCCNC(=O)[C@@H]1CSC2c3ccccc3C(=O)N21 (stereo partly drawn)	-8.9%	18.3%	2.7	-7.2%	-39.0%	-4.5%
CN(C)S(=O)(=O)c1ccc(C(=O)Nc2ccc3nc(N4CCOCC4)sc3c2)cc1	nt	-11.1%[11.6 µM]	16.9	nt	-23.7%	nt
CCN1/C(=N\N)c2cccc3cccc1c23	22.4µM*	?	31.9	-2.0%	-16.3%	9.98µM*
CSCCC(NC(=O)CCC(=O)OCC(=O)[C@@]1(O)CCC2[C@@H]3CCC4=CC(=O)C=C[C@]4(C)C3[C@@H](O)C[C@@]21C)C(=O)O (stereo partly drawn)	6.9%	0.0%	88.7	-10.2%	-7.6%	3.4%
CC(OC(=O)c1ccc2ncsc2c1)C(=O)NCc1ccccc1 (stereo not drawn)	-8.0%	nt	nt	-5.3%	-9.9%	7.7%
O=C(Cc1ccc(Cl)c(Cl)c1)N1CCOCC1	5.1%	5.5%	-7.7	2.8%	-3.0%	0.6%
Cn1c(=O)cc(OCC(=O)NC2CCCCC2)c2ccccc21	4.7%	-8.9%	22.1	?	-4.5%	-10.3%
CCOC(=O)c1cnc2c(C(=O)OCC)cnn2c1N	11.8%	6.0%	58.9	-9.5%	-8.1%	5.6%
COc1cc(/C=C2/C(=O)ON=C2C)ccc1OCc1ccccc1F	8.2%	-8.5%	72.2	3.6%	-11.0%	-27.2%
Cc1ccccc1CSc1cn(CC(=O)N2CCCCC2)c2ccccc12	2.0%	nt	44.0	4.7%	nt	nt
O=C(Cc1ccccc1[N+](=O)[O-])N1CCN(S(=O)(=O)c2ccccc2)CC1	4.9%	2.9%	8.9	3.5%	0.9%	nt
Cc1nnc(N2C(=O)C(=O)/C(=C(\O)c3ccc4c(c3)CC(C)O4)C2c2ccccc2)s1 (stereo not drawn)	7.8%	6.0%	-1.3	0.7%	-31.4%	nt
Cc1nc(N2CCN(Cc3ccc(Cl)cc3)CC2)c2oc3ccccc3c2n1	0.6%	-0.4%	-38.5	-0.5%	104.6%[activator]	-19.4%
CCCc1nn2c(=O)cc(COc3ccc(NC(=O)c4ccco4)cc3)nc2s1	4.1%	4.4%	?	3.4%	-23.6%	nt
Cc1ccc(NC(=O)COC(=O)Cn2cnc3ccccc32)cc1S(=O)(=O)N(C)C	?	2.8%	8.1	-3.8%	-48.0%	9.7%
Cn1c(Sc2ccc([N+](=O)[O-])cc2C(F)(F)F)nnc1-c1ccccc1	8.6%	24.4%	?	2.9%	-23.6%	0.0%
Cc1nc2ccc(C(=O)N3c4ccccc4CC3C)cc2s1 (stereo not drawn)	9.9%	-2.4%	10.9	-8.7%	-8.1%	0.2%
Cc1ccc(-c2cc(C(F)F)n3ncc(C(=O)N4CCN5CCCC5C4)c3n2)cc1 (stereo not drawn)	-22.7%	1.4%	?	3.9%	88.3%[activator]	1.8%
NC(=O)C1CCN(Cc2nc3c(Br)cc(Br)cc3c(=O)[nH]2)CC1	-9.6%	11.5%	-24.1	1.5%	11.9%	-12.0%
C=CCn1c(SCCN2CCOCC2)nc2c1c(=O)[nH]c(=O)n2C	-9.8%	-3.1%	77.0	-4.0%	-20.4%	1.8%
COc1cccc(CNC(=O)c2ccc3c(c2)nc2n3CCOC2)c1OC	3.6%	nt	7.9	3.5%	nt	nt
CSc1nc2ccc(NS(=O)(=O)c3ccc([N+](=O)[O-])cc3)cc2s1	2.5%	-23.0%	26.8	-10.5%	-57.5%	4.8%
C[n+]1ccc(/C=C/c2c[nH]c3ccccc23)cc1	-9.8%	1.7%	-99.1*	-4.9%	-1.6%	?
CCOc1ccc(OCCSc2ccc(S(=O)(=O)N3CCN(C)CC3)cn2)cc1	-1.4%	-28.7%	0.0	-5.0%	196.5%[activator]	nt
CC(OC(=O)c1c[nH]c2ccccc12)C(=O)N1CCCC1 (stereo not drawn)	-0.3%	-5.0%	?	1.1%	-9.5%	nt
Cc1c(CCC(C)C)c(=O)n2c([nH]c3ccccc32)c1C#N	-9.2%	2.3%	nt	1.1%	-26.9%	-13.0%
CC(C)c1ccc(S(=O)(=O)N2CCN(C(=O)Cc3ccsc3)CC2)cc1	-0.8%	20.4%	-13.3	8.3%	34.1%	nt
Cc1ccc(C(=O)Nc2ccc3c(c2)OCO3)cc1S(=O)(=O)N1CCCCC1	-11.7%	1.9%	-2.0	?	-39.0%	-10.2%
CCOc1cc(/C=C2/NC(=O)N(CC(=O)OC)C2=O)ccc1O	-29.3%	0.5%	?	-4.8%	-10.2%	0.9%
Nc1nc(-c2ccc3ccccc3c2)cs1	-2.6%	-6.7%	4.4	1.0%	-40.8%	-5.1%
CCP(=O)(c1ccccc1)C(C)(C)O (stereo not drawn)	8.7%	10.6%	-2.3	?	-17.8%	6.3%

A run of entries of the results above, for reference:
SMILES	Sm TGR block	AMA1-RON2 inh	HCMV antiviral	AmpC inh detg	AmpC inh no detg	Giardia FBPA inh
Cc1nnc(N2C(=O)C(=O)/C(=C(\O)c3ccc4c(c3)CC(C)O4)C2c2ccccc2)s1 (stereo not drawn)	7.8%	6.0%	-1.3	0.7%	-31.4%	nt
Cc1nc(N2CCN(Cc3ccc(Cl)cc3)CC2)c2oc3ccccc3c2n1	0.6%	-0.4%	-38.5	-0.5%	104.6%[activator]	-19.4%
CCCc1nn2c(=O)cc(COc3ccc(NC(=O)c4ccco4)cc3)nc2s1	4.1%	4.4%	?	3.4%	-23.6%	nt

(next part)
SMILES	Sm TGR block	AMA1-RON2 inh	HCMV antiviral	AmpC inh detg	AmpC inh no detg	Giardia FBPA inh
Cc1ccc(CNC(=O)C2COc3ccccc3O2)cc1 (stereo not drawn)	0.0%	1.3%	?	-1.2%	-10.4%	-0.6%
CN(C)c1ccc(N=Nc2ccccc2C(=O)OCC(=O)N(C)C2CCCCC2)cc1	-15.5%	-12.9%	33.7	-12.2%	16.1%	-3.0%
CS(=O)(=O)Nc1ccc2c(c1)ncn2CCc1ccccc1	-14.9%	12.4%	-20.8	2.2%	-4.5%	-2.8%
COC(=O)c1ccc(S(=O)(=O)N2CCN(C)CC2)n1C	-2.6%	-9.9%	-4.9	-0.1%	-2.1%	1.8%
Cc1ccc(S(=O)(=O)c2nc(S(=O)(=O)c3ccc(C)cc3)c(N3CCN(CCO)CC3)s2)cc1	-24.6%	5.0%	-107.5*	7.3%	249.2%[activator]	nt
O=C(Cc1cccs1)Nc1nc(-c2ccccc2)cs1	7.4%	?	-37.3	?	-32.1%	-5.5%
c1ccc(Cn2c(-c3ccco3)nc3nc4ccccc4nc32)cc1	?	-16.8%	109.5	-19.0%	35.9%	-13.2%
